TNAP activation fold – human TNAP enzyme activators, primary screen, biochemical, luminescent, no phosphate acceptor, uHTS (AID 1001); purified TNAP, luminescent activation assay, no phosphate acceptor; higher activation fold means a stronger effect; activation fold at 20 µM; hits with a dose series show EC50 in µM; actives 0.03% (n = 200,000); in the data active = activation fold from about 3, or a potency from the dose series; inactive = the rest, 99 in 100 with activation fold below about 1.6; also: many of its hits are not listed in these tables
P. falciparum M1AAP – P. falciparum M1AAP inhibitors, biochemical, fluorogenic H-Leu-NHMec substrate, 1536-well (AID 1445). recombinant M1AAP, H-Leu-NHMec fluorogenic kinetic assay; higher % means a stronger effect. one-dose inhibition, % at 30 µM; IC50 in µM for titrated hits. actives 0.42% (n = 220,000);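 active = primary inhibition above the hit cutoff, then over 50% inhibition at one or more dose response concentrations, cut at about 23% in these data, passing the limit was not always enough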;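 also: plate controls were DMSO full reaction for no effect and no enzyme background for full effect; strong numbers were not always called active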
XIAP displacement – XIAP antagonists, biochemical, IAP family, fluorescence polarization (AID 1018); displacement, % at 20 µM; hits with a dose series show IC50 in µM; XIAP BIR domain, fluorescence polarization peptide displacement; higher % means a stronger effect; actives 0.007% (n = 200,000); in the data active = displacement above about 50%; also: a part of the inactive calls stands beside numbers as strong as those of hits
LYP inhibition – inhibitors of LYP phosphatase, biochemical, fluorescence intensity, uHTS (AID 1779). recombinant LYP phosphatase, fluorescence intensity; higher % means a stronger effect. inhibition, % at 11.5 µM; hits with a dose series show IC50 in µM. actives 0.054% (n = 290,000);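 also: plate controls were vehicle with enzyme for no effect and no enzyme for full effect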
WT yeast gro inh – growth inhibition of WT yeast, mitochondrial fusion screen; inhibition, % at 10 µM; actives 2.1% (n = 190,000); mitochondrial fusion phenotypic screen, WT strain; in the data active = inhibition above about 58%; tested in S. cerevisiae
human PMI inhibition – MPI enzyme activity inhibition – biochemical, fluorescence intensity, coupled assay, primary screen (AID 1209); actives 0.42% (n = 190,000); one-dose inhibition, % at 20 µM; IC50 in µM for titrated hits; purified PMI enzyme, coupled fluorescence intensity; higher % means a stronger effect;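 also: plate controls were DMSO vehicle for no effect and wells lacking substrate for full effect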
P. falciparum M17LAP – P. falciparum M17LAP inhibitors, primary screen, biochemical, fluorogenic H-Leu-NHMec substrate, 1536-well (AID 1619); inhibition, % at 30 µM, or IC50 in µM where a hit was titrated; recombinant M17LAP, H-Leu-NHMec fluorogenic kinetic assay; higher % means a stronger effect; actives 0.38% (n = 220,000);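 active = compound inhibiting the enzyme by more than half at any dose during confirmatory dose-response retesting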;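 also: plate controls were full reaction with DMSO carrier for no effect and no enzyme background for full effect; strong numbers were not always called active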
Yfh1-depleted yeast – enhancers of respiration in Yfh1-depleted yeast, dose response, Friedreich's ataxia, plus single-dose screen (AID 1465); one-dose fold induction at 50 µM; EC50 in µM for titrated hits; S. cerevisiae Yfh1-off respiration, WST-1 reduction, 72 h; higher fold induction means a stronger effect; actives 0.074% (n = 220,000);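 active = fold induction of absorbance versus untreated yeast above a set limit, then at least 30% activation at any dose in follow-up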;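 also: activators that raise dye reduction in frataxin-depleted yeast; strong numbers were not always called active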
PMI inhibition – MPI inhibition at elevated mannose 6-phosphate – biochemical, fluorescence intensity, high mannose 6-phosphate, primary screen (AID 1220); inhibition, % at 20 µM; hits with a dose series show IC50 in µM; actives 0.66% (n = 190,000); recombinant PMI enzyme, coupled fluorescence intensity; higher % means a stronger effect
WT yeast gro inh mutant strain – second read-out of WT yeast gro inh, no call of its own (marks repeat the call); inhibition, %; mitochondrial fusion phenotypic screen, mutant strain inhibition
An asterisk follows results filed as active; i = inactive; nt = no result given. Rule as the data show it, unless noted: active = inhibition above about 50%; inactive = the rest.

canonical_smiles | TNAP activation fold | P. falciparum M1AAP | XIAP displacement | LYP inhibition | WT yeast gro inh | WT yeast gro inh mutant strain | human PMI inhibition | P. falciparum M17LAP | Yfh1-depleted yeast | PMI inhibition
CC(=O)N1CCN(C(=S)NCc2ccccc2)CC1 | 1.1 | 0% | -2.1% | -5% | 5 | 1 | -7% | -2% | i | -2%
Cc1ccnc(N=Cc2nc(-c3ccccc3Br)oc2O)c1 | 1 | 8% | -7.7% | -4% | -3 | -19 | 0% | 22% | i | -11%
Cc1c[nH]c2cccc(OCC(O)CNC(C)(C)C)c12 (stereo not given) | 1.1 | 0% | -9.0% | 3% | 0 | 5 | 9% | 18% | i | -2%
Cc1ccc(/C=C/C(=O)O)cc1S(=O)(=O)N1CCCCC1 | nt | -2% | nt | -4% | nt | nt | nt | -13% | i | nt
CCOc1c(Br)ccc2c1sc1nc[nH]c(=O)c12 | 1 | 0% | -4.2% | -4% | -2 | 10 | -4% | -1% | i | 11%
CC(C)Cn1c(N)c(C(=O)COC(=O)c2ccc(Cl)cc2)c(=O)n(C)c1=O | 1 | 3% | -5.5% | 5% | 23 | 5 | 9% | 2% | i | 5%
COCCn1c(SCC(=O)Nc2cc(OC)ccc2OC)nc2c(c1=O)SC(C)C2 (stereo not given) | nt | 4% | nt | -4% | nt | nt | nt | 7% | i | nt
S=c1[nH]nc(-c2ccccn2)n1/N=C/c1ccc(Cl)c(Cl)c1 | nt | 3% | nt | 1% | nt | nt | nt | -3% | i | nt
OC(CNCCc1ccc(C(F)(F)F)cc1)COc1cccc2ccccc12 (stereo not given) | 1 | 14% | -3.4% | 0% | 94 | 96 | 13% | -18% | i | 14%
COc1ccc(OC)c(NS(=O)(=O)c2ccc(Br)s2)c1 | 1 | 2% | -9.5% | -3% | -17 | -11 | 1% | -3% | i | 7%
O=C(OCC(=O)N1CCN(C(=O)c2ccco2)CC1)c1sc2ccccc2c1Cl | 1.1 | 1% | 3.7% | -9% | -1 | 12 | -3% | -3% | i | 1%
COC(=O)c1cc(C(=O)OC)cc(-n2c(C)cc(C=O)c2C)c1 | 1 | 8% | -5.2% | -6% | 2 | -1 | -4% | 7% | i | -6%
COc1cccc(/C=N/NC(=O)c2cc3c(OC)cccc3[nH]2)c1O | 2.2 | 9% | -4.6% | -5% | 6 | 5 | -16% | 8% | i | -21%
CCOC(=O)C1(C)NC(c2ccco2)C2C(=O)N(c3ccc(C)cc3)C(=O)C21 (stereo not given) | 1.1 | 1% | -6.5% | -5% | -8 | 10 | -14% | -3% | i | -6%
Cc1cccc(NS(=O)(=O)c2ccc(C)c(C(N)=O)c2)c1 | 1.1 | -2% | -2.5% | -10% | -3 | -4 | 4% | -1% | i | 1%
CC(=O)N1CCN(c2nc(-c3ccco3)c3c(c2C#N)CC(C)(C)SC3)CC1 | 1.1 | 14% | -2.8% | 3% | 0 | -25 | 2% | 15% | i | 16%
Cn1cc(C(=O)NCc2cccnc2)c(=O)c2cc(S(=O)(=O)N3CCCCCC3)ccc21 | 1.1 | 6% | -7.9% | 1% | -8 | 14 | -1% | -3% | i | 1%
O=C(Nc1c(-c2ccccc2)nc2sccn12)c1ccccc1 | 1 | -14% | -2.1% | 0% | 4 | -15 | 10% | -8% | i | 2%
NC(=O)c1c(NC(=O)C2c3ccccc3Oc3ccccc32)sc2c1CCCCC2 | 1.1 | 4% | -2.9% | 0% | 13 | 10 | -2% | 7% | i | 9%
Cc1ccc(NC(=S)N(CCN2CCCCC2)Cc2ccco2)cc1C | 1.1 | 0% | -8.1% | 2% | 8 | 24 | 7% | -5% | i | 8%

canonical_smiles | TNAP activation fold | P. falciparum M1AAP | XIAP displacement | LYP inhibition | WT yeast gro inh | WT yeast gro inh mutant strain | human PMI inhibition | P. falciparum M17LAP | Yfh1-depleted yeast | PMI inhibition
COCC(=O)Nc1sc2c(c1C(=O)OC)C(C(=O)OC)CC2 (stereo not given) | 1.1 | 3% | -0.8% | -2% | -1 | -13 | -7% | 24% | i | -9%
NC(=S)N/N=C/c1ccc([N+](=O)[O-])cc1 | 1.1 | 12% | -4.7% | 1% | 16 | 3 | 7% | 22% | i | 9%
COc1ccc(S(=O)(=O)N2CCN(Cc3ccccc3)CC2)cc1 | 1.1 | -14% | -3.2% | -8% | -3 | 6 | -2% | 5% | i | -2%
Cc1ccc2c(c1)NC(=O)C(CC(=O)NC1CCCCC1C)O2 (stereo not given) | 1 | 4% | -0.2% | -7% | -4 | 6 | 0% | -5% | i | -4%
O=c1[nH]nc(SCc2nnc(-c3ccc([N+](=O)[O-])cc3)o2)n1C1CCCCC1 | nt | 5% | nt | -2% | nt | nt | nt | -7% | i | nt
COc1ccc(-c2noc(Cc3ccccc3OC)n2)cc1 | 1.1 | 2% | 0.8% | 0% | 8 | 5 | 3% | 7% | i | 3%
CCOc1cc(C(=O)NCCCn2ccnc2)cc(OCC)c1OCC | 1.1 | 0% | 1.0% | -5% | -11 | -15 | 10% | 3% | i | 16%
O=C(N/C(=C/C=C/c1ccccc1)C(=O)N1CCOCC1)c1ccccc1Br | 1 | 7% | -7.4% | 6% | -1 | 4 | -8% | 4% | i | -8%
COc1ccc(OCc2nnc3n2N=C(c2ccc(C)cc2)CS3)cc1 | 0.9 | 3% | -2.0% | -7% | 19 | 1 | 0% | -5% | i | -4%
CC1=NN(Cc2ccccc2)C(=O)C1C(c1ccncc1)C(C#N)C#N (stereo not given) | nt | -3% | nt | 1% | nt | nt | nt | -5% | i | nt
O=C(CSc1ncnc2scc(-c3ccccc3)c12)NC1CCS(=O)(=O)C1 (stereo not given) | nt | 1% | nt | 0% | nt | nt | nt | -1% | i | nt
NCCCn1cnc2ccccc21 | 1.1 | -2% | 2.7% | -4% | 1 | -2 | -3% | 13% | i | 0%
COc1ccc(Br)cc1C(=O)NC(=S)Nc1cc(-c2nc3ccccc3[nH]2)ccc1C | 1.1 | -2% | -8.3% | 3% | 36 | 17 | 6% | -1% | i | -9%
CCN(CC)CCCNC(=O)CSc1c2c(nc3cc(Cl)ccc13)CCCC2 | 1 | 1% | -4.6% | -1% | -5 | 11 | -2% | 12% | i | -6%
Cc1cc(C)c2c(N)c(-c3nnc(SCc4ccc(Cl)cc4)n3C)sc2n1 | nt | 7% | nt | 4% | nt | nt | nt | -5% | i | nt
COc1ccc(NC(=O)COC(=O)c2cc(OC)c(OC)c(OC)c2)c([N+](=O)[O-])c1 | nt | 0% | nt | -6% | nt | nt | nt | 4% | i | nt
Cn1c(Cl)c(/C=N/OC(=O)C2CC2)c2ccccc21 | 1 | 3% | -2.8% | -6% | 49 | 7 | 8% | 2% | i | -1%
COc1ccc(C2CC3(O)NC(=O)C(C#N)(C3C)C2(C#N)C#N)cc1 (stereo not given) | nt | 3% | nt | -3% | nt | nt | nt | -9% | i | nt
O=C(O)CN1CCNCC1 | 1.1 | -7% | -0.9% | -6% | 1 | 57 | 4% | 13% | i | 6%
CCN1CC(CN(C)Cc2nc(-c3cccs3)no2)CC1=O (stereo not given) | 1 | 1% | -9.6% | -10% | -8 | -10 | 9% | -6% | i | 7%

Compound profiles, from the list above:
`CCN1CC(CN(C)Cc2nc(-c3cccs3)no2)CC1=O` (stereo not given) is listed with TNAP activation fold = 1; P. falciparum M1AAP = 1%; XIAP displacement = -9.6%; LYP inhibition = -10%; WT yeast gro inh = -8; WT yeast gro inh mutant strain = -10; human PMI inhibition = 9%; P. falciparum M17LAP = -6%; Yfh1-depleted yeast = i; PMI inhibition = 7%
`COC(=O)c1cc(C(=O)OC)cc(-n2c(C)cc(C=O)c2C)c1` is listed with TNAP activation fold = 1; P. falciparum M1AAP = 8%; XIAP displacement = -5.2%; LYP inhibition = -6%; WT yeast gro inh = 2; WT yeast gro inh mutant strain = -1; human PMI inhibition = -4%; P. falciparum M17LAP = 7%; Yfh1-depleted yeast = i; PMI inhibition = -6%
`COc1ccc(C2CC3(O)NC(=O)C(C#N)(C3C)C2(C#N)C#N)cc1` (stereo not given) is listed with TNAP activation fold = nt; P. falciparum M1AAP = 3%; XIAP displacement = nt; LYP inhibition = -3%; WT yeast gro inh = nt; WT yeast gro inh mutant strain = nt; human PMI inhibition = nt; P. falciparum M17LAP = -9%; Yfh1-depleted yeast = i; PMI inhibition = nt

Later entries:
canonical_smiles | TNAP activation fold | P. falciparum M1AAP | XIAP displacement | LYP inhibition | WT yeast gro inh | WT yeast gro inh mutant strain | human PMI inhibition | P. falciparum M17LAP | Yfh1-depleted yeast | PMI inhibition
COC(=O)c1ccccc1S(=O)(=O)N1Cc2cc([N+](=O)[O-])ccc2Oc2ccccc21 | 1.1 | 9% | -1.1% | 0% | 29 | 32 | 12% | 2% | i | 9%
COc1ccc(Br)cc1/C=N/NC(=O)c1ccc(COc2ccc3c(c2)CCC3)o1 | 1.1 | -3% | -4.9% | 0% | -3 | 1 | 6% | 1% | i | 3%
Cc1cccc(-c2noc(CCCC(=O)N3CCOCC3)n2)c1 | 1.1 | -4% | -1.1% | -3% | -9 | 0 | -1% | -3% | i | -12%
Cc1c(Br)cc(C(=O)OC2CCN(C)CC2)c(C)c1C | 1 | 1% | -8.6% | -3% | -6 | 3 | -1% | -7% | i | 2%
COc1ccc(C2C3=C(CCCC3=O)NC3=C2C(=O)c2ccccc23)cc1 (stereo not given) | nt | 12% | nt | 1% | nt | nt | nt | 11% | i | nt
COc1ccc(CN2C(=O)CN=C2Nc2cccc(C)c2C)cc1 | 1.1 | 5% | -3.7% | -10% | 22 | 0 | -2% | -9% | nt | -10%
CC(C)COC(=O)c1ccc2c(c1O)C(=O)c1ccccc1C2=O | 0.8 | 5% | 3.9% | 2% | 44 | 0 | 3% | -7% | i | -23%
O=C(N/N=C/c1cccc(NC(=O)c2ccc(Cl)cc2)c1)c1cccc(O)c1 | nt | -2% | nt | -3% | nt | nt | nt | -1% | i | nt
CCn1c(SCC(=O)NCc2ccc3c(c2)OCO3)nnc1-c1cccs1 | 1.2 | 13% | -9.2% | -10% | -12 | -5 | 12% | -2% | i | 13%
O=C(CSc1nnc(-c2cccs2)n1-c1ccccc1)N1CCOCC1 | 1.1 | 3% | -1.4% | -8% | 11 | -10 | 9% | 6% | i | 7%
O=C(NCc1ccco1)C1CCCN(S(=O)(=O)c2ccc(Br)cc2)C1 (stereo not given) | 1.1 | -6% | -3.4% | -1% | -2 | 1 | 5% | -10% | i | -7%
O=C(O)c1ccccc1-c1cn2cc(Cl)ccc2n1 | 1 | 1% | -4.8% | -4% | 2 | 5 | -14% | 37% | i | 17%
Cc1ccc(NC(=O)CSc2ncc3ccccn23)cc1C | 1.1 | 10% | -1.8% | 0% | -1 | -13 | 6% | -1% | i | 6%
